Source: PubChem BioAssay
mHTT CaM bind – mutant huntingtin-calmodulin interaction inhibitors – biochemical, AlphaScreen, primary screen; 3.6% of 190,000 active; AlphaScreen His-mHTT/GST-CaM binding, luminescence; P42858; inhibition, % at 15 µM;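 further: 0% = both proteins with DMSO and 100% = one protein alone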
Pf apPOL block – Pf-apPOL inhibitors, biochemical, fluorescence. Plasmodium falciparum apicoplast DNA polymerase (apPOL). Recombinant Pf-apPOL, molecular beacon fluorescence, 1.5 h. inhibition, % at 10 µM. 0.25% of 210,000 active
Numbers without * were called inactive; nt = no result given; & = joins results of further samples. No stated cut-off is given here; in the data, active means inhibition above about 50%; inactive means the rest. Only part of the results is shown (hit frequency here may not be typical).

Results follow in this order: mHTT CaM bind | Pf apPOL block
Cc1ccc(CNC(=O)N2CCCC(C)(C(=O)NCc3ccccc3C)C2)cc1 (centres undefined)
→ 0 | 2
Cc1ccc(NC(=O)c2cc3c(CO)cnc(C)c3oc2=O)cc1Cl
→ -1 | 1
Cc1cc(NC(=O)CSc2nc(Nc3ccc(F)c(F)c3)c3ccccc3n2)n[nH]1
→ 11 | -6
Cc1c(C(=O)Nc2ccc3c(c2)OCO3)sc2ncn(Cc3ccccc3Cl)c(=O)c12
→ 16 | -2
CC(NC(=O)c1ccccc1NC(=O)C(C)(C)C)C(=O)Nc1ccccc1 (centres undefined)
→ 0 | 3
O=C(c1ccccc1)N1CCC(CCNS(=O)(=O)c2ccc(F)cc2F)CC1
→ 50* | 3
CC(=O)c1ccc(OC(=O)c2ccc([N+](=O)[O-])cc2)cc1
→ 6 | -2
Cc1ccc(C(O)=C2C(=O)C(=O)N(C)C2c2ccccc2[N+](=O)[O-])cc1 (centres undefined)
→ 5 | -1
O=c1[nH]c2ccc(S(=O)(=O)Nc3ccc(OC(F)(F)Cl)cc3)cc2o1
→ 1 | 1
Cc1ccc(CN2CCc3ncn(CC(=O)NCc4ccc(F)cc4F)c(=O)c3C2)cc1
→ 2 | -15
O=C(c1csc2ccccc12)N1CCN(c2ncccn2)CC1
→ 5 | -14
COc1ccc(C(=O)O)cc1S(=O)(=O)N1CCCC1
→ -3 | 8
O=C(COc1ccc([N+](=O)[O-])cc1)Nc1ccc(-c2nc3ccccc3o2)cc1
→ 3 | -18
CC1(C)OC(=O)N2c3ccccc3NC21C (centres undefined)
→ -4 | nt
CCOc1ccccc1CN1CCCC1c1cc(CC)no1 (centres undefined)
→ -8 | -4

Look-ups from the entries so far.
`O=C(c1ccccc1)N1CCC(CCNS(=O)(=O)c2ccc(F)cc2F)CC1` in mHTT CaM bind is listed with 50*
`CC1(C)OC(=O)N2c3ccccc3NC21C` (centres undefined) in mHTT CaM bind is listed with -4
`COc1ccc(C(=O)O)cc1S(=O)(=O)N1CCCC1` in mHTT CaM bind is listed with -3
`Cc1ccc(NC(=O)c2cc3c(CO)cnc(C)c3oc2=O)cc1Cl` in mHTT CaM bind is listed with -1
`Cc1ccc(CNC(=O)N2CCCC(C)(C(=O)NCc3ccccc3C)C2)cc1` (centres undefined) in mHTT CaM bind is listed with 0
`Cc1ccc(CN2CCc3ncn(CC(=O)NCc4ccc(F)cc4F)c(=O)c3C2)cc1` in mHTT CaM bind is listed with 2

Continued:
Results follow in this order: mHTT CaM bind | Pf apPOL block
CCc1ccc(N2C(=O)CC(N3CCN(Cc4ccc5c(c4)OCO5)CC3)C2=O)cc1 (centres undefined)
→ 0 | 0
O=C(Nc1ccc(O)cc1)c1cc(S(=O)(=O)N2CCOCC2)ccc1Cl
→ 6 | 1
CCC(C)NC(=O)C1CCN(c2ccccc2Br)C1=O (centres undefined)
→ 1 | 0
Nn1c2ccccc2n2cc(-c3ccccc3)nc12
→ -7 | -16
O=C(Nc1ccc(F)cc1F)C12CC3CC(C1)CC(n1cncn1)(C3)C2
→ -3 | -5
O=C(NC(=O)c1csnn1)Nc1ncccn1
→ nt | -4
CSc1n[nH]c(NC(=O)c2cc(F)c(F)c(F)c2F)n1
→ 20 | -6
CCCc1cc(=O)[nH]c(SCC(=O)Nc2nnc(C)s2)n1
→ -3 | 4
CCOc1cc2c(cc1OCC)C(C1CC=CCC1)NCC2 (centres undefined)
→ -3 | nt
COc1ccc(C(F)(F)F)cc1NC(=O)CCCn1nc(-c2cccs2)ccc1=O
→ 19 | 1
Cc1ccc(N=C(NOCc2ccccc2)c2nonc2N)cc1C
→ 21 | -2
Cc1ccc(S(=O)(=O)N2CCC(c3noc(-c4ccc(F)cc4)n3)CC2)cc1F
→ -9 | -7
COc1cccc2cc(C(=O)NCCC(O)c3ccoc3)c(=O)oc12 (centres undefined)
→ -3 | -1
O=C(CCCCCn1nnc2ccccc2c1=O)NCc1ccc2c(c1)OCO2
→ 14 | -6
Cc1ccc(N2C(=O)CSC2c2ccccc2)cc1Cl (centres undefined)
→ -10 | 2
CC(=O)c1ccc(NC(=O)CN2CCC(c3nc(-c4ccccc4)no3)CC2)cc1
→ 8 | 0
Cc1ccc(C2=NC(=O)/C(=C\c3cc4c(cc3Br)OCO4)S2)cc1
→ 2 | -7
COc1cccc(/C=C2\N=C(c3ccc(Cl)c([N+](=O)[O-])c3)OC2=O)c1OC
→ 5 | 2
CCN(CC)c1ccc(/C=C2\NC(=O)NC2=O)cc1
→ 12 | -2
COc1cccc(C2C(N3C(=O)c4ccccc4C3=O)C(=O)N2c2ccc(C)cc2)c1 (centres undefined)
→ 6 | 2
COc1ccc(S(=O)(=O)N2CCC(C(=O)NCc3ccc(Cl)cc3)CC2)cc1
→ 0 | -2
Cc1cc(C(=O)NC(C)CCc2ccccc2)ccc1[N+](=O)[O-] (centres undefined)
→ -6 | -3
COc1cccc(NC(=O)CCNS(=O)(=O)c2ccc(Br)s2)c1
→ -5 | -4
COc1ccc(-c2nc3nc[nH]c(=O)c3nc2-c2ccc(OC)cc2)cc1
→ -7 | -5
Cc1ccc(N2C(=O)CSC2c2cccc(Br)c2)cc1F (centres undefined)
→ -16 | 3
O=C(NCCC1=CCCCC1)c1ccn2c(-c3ccccc3)nnc2c1
→ -2 | -1
CN1CCN(c2ccc3c(c2)Oc2ccccc2CN(Cc2cn(Cc4ccccc4C(F)(F)F)nn2)S3(=O)=O)CC1
→ -13 | -8
COc1cc(CN2CCN(c3ccc(F)cc3)CC2)cc2c1OCO2
→ 12 | 9
C(=C\c1ccccc1)/CN1CCN(C2C3CC4CC(C3)CC2C4)CC1 (centres undefined)
→ 45 | 7
N#CC1=C2N=C(N)c3c(sc4c3CCCCC4)N2C2=C(C(=O)CCC2)C1c1cccnc1 (centres undefined)
→ 61* | -6
O=C(NCc1ccccc1F)C1CCN(c2ccncc2)CC1
→ -2 | 6
CC(O)CNc1nc2c(c(=O)n(C)c(=O)n2C)n1Cc1ccccc1Cl (centres undefined)
→ -4 | 2
O=C1CC(c2noc(Cc3ccccc3)n2)CN1c1ccccc1 (centres undefined)
→ -2 | 0
COc1ccc(C2Oc3ccccc3C3=C2C(c2ccc(Cl)cc2)n2ncnc2N3)cc1 (centres undefined)
→ 1 | -6
O=C(Nc1ccccc1C(=O)N1CCOCC1)c1ccccc1Br
→ 0 | 7
Cc1ccc(-c2csc3c(=O)n(CC(=O)Nc4ccc(C)c(F)c4)cnc23)cc1
→ -19 | 0
COc1ccc(-c2nc3c(c(=O)[nH]2)CCN(C(=O)c2ccc(Cl)s2)C3)cc1
→ -3 | 3
O=C(c1ccc(OCC2CCN(C(=O)c3cccc(Cl)c3)CC2)cc1)N1CCCC1
→ 31 | -1
CC1(C)CC(=O)C2=C(C1)N(c1ccccc1F)C(N)=C(C#N)C2c1cccc([N+](=O)[O-])c1 (centres undefined)
→ 1 | 0
O=[N+]([O-])c1ccccc1/C=C/CN1CCN(Cc2ccc3c(c2)OCO3)CC1
→ 4 | -4
CCCN(C)C1CN(Cc2cn(Cc3cccc(Cl)c3)nn2)S(=O)(=O)C1 (centres undefined)
→ -13 | -7
Cc1cc2nc3s/c(=C\c4ccc5c(c4)OCO5)c(=O)n3c2cc1C
→ -3 | 2
COC(=O)c1ccc(C=C2Oc3c(CN4CCN(CCO)CC4)c(O)cc(C)c3C2=O)cc1
→ 15 | -15
CSc1nc(C)cc(-n2ccc(=O)[nH]c2=O)n1
→ -7&-3 | -4&-5
CC(=O)COc1ccc2c(c1)OC(=CC=Cc1ccccc1)C2=O
→ 88* | 7

For convenience, some entries already given.
Results follow in this order: mHTT CaM bind | Pf apPOL block
O=C(NCc1ccccc1F)C1CCN(c2ccncc2)CC1
→ -2 | 6
CC(O)CNc1nc2c(c(=O)n(C)c(=O)n2C)n1Cc1ccccc1Cl (centres undefined)
→ -4 | 2
O=C1CC(c2noc(Cc3ccccc3)n2)CN1c1ccccc1 (centres undefined)
→ -2 | 0

Remaining list, next part.
Results follow in this order: mHTT CaM bind | Pf apPOL block
CCCc1nc2cccnc2n1C1CCN(C(=O)NCc2cccc(OC)c2)C1 (centres undefined)
→ 7 | -5
COc1ccccc1C(=O)Nc1cccnc1
→ 0 | -7
COc1cccc(C(=O)N2CCN(c3ccc(-c4ccccn4)nn3)CC2)c1OC
→ 100* | -4
O=C(Nc1ccc(F)cc1)NC1CCCCC1
→ -10 | 0
C#CCOCC1CCCN(C(=O)c2ccco2)C1 (centres undefined)
→ 2 | 7
COc1ccc(Cl)cc1-n1c(C)nc2cc(C(=O)NCC(OC)OC)ccc21
→ 12 | -9
O=C1CSC(c2cccc(Br)c2)N1c1ccccc1 (centres undefined)
→ -6 | -12
Oc1oc(-c2ccc(Br)cc2)nc1C=Nc1cccc(C(F)(F)F)c1
→ 3 | -2
Oc1ccc(-c2csc(-c3ccccc3)n2)cc1O
→ 26 | 0
COc1ccc(CNC(=O)NC2CNC(=O)C2)cc1OC (centres undefined)
→ -10 | -2
O=C1c2ccccc2SC(c2ccc([N+](=O)[O-])cc2)N1Cc1ccccc1 (centres undefined)
→ 4 | -1
O=C(NCCC1=CCCCC1)C(=O)NCC1CCCN1S(=O)(=O)c1cccs1 (centres undefined)
→ -18 | -2
COc1ccc(-c2nc(-c3oc4ccc(OC)cc4c3C)no2)cc1
→ -1 | 2
COc1ccc(OC)c(C2CC(=O)N(C)c3c2c(C)nn3-c2nc(C)cc(C)n2)c1 (centres undefined)
→ 6 | 2
O=C(CSc1ccc(Cl)cc1)N1CCCCC1
→ -6 | 3
COc1ccc(SCCCC(=O)Nc2nc(-c3cccnc3)cs2)cc1
→ -8 | 1
Oc1ccc(CNCC2NCCc3ccccc32)cc1Cl (centres undefined)
→ 7 | -8
COc1ccc(OC)c(/C=C2/C(=O)N(c3ccccc3)N=C2C)c1
→ 7 | 1
N#CC(=NCc1cccnc1)C1=C(O)c2ccccc2C1=O
→ nt | -3
CN1CCN(C(=O)c2csc(N3CCN(c4ccccc4F)CC3)n2)CC1
→ 27 | -3
COC(=O)c1cccc(C(=O)N2CCc3ccccc3C2)n1
→ -5 | -1
O=C(O)C1CCC(C(=O)NCc2ccc(Cl)c(Cl)c2)S1 (centres undefined)
→ 8 | 1
CCC(=O)NC1CCC(NC(=O)CC)CC1 (centres undefined)
→ 2 | -1
O=C(NCC1COCCO1)c1cc2n(n1)CCCN(Cc1ccccc1)C2=O (centres undefined)
→ -3 | 0
COc1ccc(-c2n[nH]c(C)c2-c2ccccc2)c(O)c1OC
→ 48 | -4
c1ccc2c(c1)ncn2CCN1CCOCC1
→ -5 | -4
Cc1ccc(CC(=O)N2CCCC2COc2ccc(C(=O)N3CCOCC3)cc2)cc1 (centres undefined)
→ 9 | 0
Cc1onc(-c2ccccc2)c1C(=O)Nc1sc2c(c1C#N)CCC(C)C2 (centres undefined)
→ 3 | -11
COc1ccccc1C(=O)Nc1ccc(-c2nc3ccccc3o2)cc1
→ -8 | -6
COc1cc(/C=C(\C#N)c2nc3ccc(C)cc3[nH]2)ccc1OCC(=O)O
→ 11 | -2
CC1Oc2ccccc2C=C1C1C(=C(O)c2ccccc2)C(=O)C(=O)N1CCCN(C)C (centres undefined)
→ 5 | -1
O=[N+]([O-])c1ccc(CS(=O)(=O)O)cc1
→ -3 | nt
N#C/C(=C\c1cn(Cc2ccc(Cl)cc2Cl)c2ccccc12)C(=O)N1CCOCC1
→ 1 | 2
CCOC(=O)CSc1nnc(NC(=O)c2cccc(Br)c2)s1
→ -17 | -4
COc1ccc(-n2ccnc(NC(=O)c3ccc(C)cc3)c2=O)cc1
→ 0 | -2
Cc1ccc(F)c(NC(=O)C2CCCN(c3cnc4nc(C)c(C)nc4c3)C2)c1 (centres undefined)
→ 5 | 1
Cc1csc(NC(=O)CSc2nnc(NC(=O)CN(C)S(C)(=O)=O)s2)n1
→ 7 | -3
Cc1nc(SCC(=O)Nc2nnc(-c3ccc([N+](=O)[O-])cc3)s2)n[nH]1
→ 1 | -1
O=C1CSC(c2ccc(Br)cc2)N1c1ccc(Br)cc1 (centres undefined)
→ -16 | -3
COc1ccc(CC(=O)Nc2cccc(C(=O)Nc3nccs3)c2)cc1
→ 7 | -14
O=C(Nc1ccc2c(c1)N(C(=O)C1CC1)CCC2)C(=O)Nc1cc(F)ccc1F
→ -9 | -6
CCN1C(=O)C2(SCCN2C(=O)c2cccc(F)c2)c2cc(F)ccc21 (centres undefined)
→ 56* | 8
O=C(NC1CC(O)C(CO)C1)c1cnccn1 (centres undefined)
→ 4 | 0
CN(C)CCn1c(N)c(-c2nc3ccccc3n2C)c2nc(C#N)c(C#N)nc21
→ 1 | 1
O=[N+]([O-])c1ccc(Oc2cccc(C=Nc3ccc(N4CCOCC4)cc3)c2)c([N+](=O)[O-])c1
→ 9 | -4
CCOc1ccc(OCC)c(S(=O)(=O)NCc2ccco2)c1
→ -6 | -1
COc1cccc(-c2cc(C(=O)NCc3ccccc3OC(F)(F)F)n(C)n2)c1
→ -51 | -10
CCOc1ccc2ccccc2c1C(=O)NCC1COC2(CCCC2)O1 (centres undefined)
→ -3 | 1
CCCCCCCCCCn1c(SCCC(C)C)nc2c1c(=O)[nH]c(=O)n2C
→ 3 | nt
CCCNC(=O)C12CCC(C)(C(=O)C1)C2(C)C (centres undefined)
→ -2 | -2
Cc1cc(C)cc(N2CC(C(=O)N3CCCC3)CC2=O)c1 (centres undefined)
→ -1 | 2
O=S(=O)(Nc1ccccn1)c1ccc(N=Cc2ccccc2F)cc1
→ -6 | -4
COc1cc2c(cc1OC)C(C(=O)NCc1ccco1)C(c1cccs1)N(C)C2=O (centres undefined)
→ 2 | 0
COC(=O)c1sccc1NC(=O)N1CCCC1c1cc(C(C)C)on1 (centres undefined)
→ -7 | 0
Cc1ccc2c(c1)N(C(=O)Nc1ccc(Br)cc1)CC(C)O2 (centres undefined)
→ -3 | -10
CCc1nnc(NS(=O)(=O)c2ccc(NC(=O)CCSc3ccccc3)cc2)s1
→ 1 | -6
CC(C)(C)c1cc(C2=C(N3CCOCC3)C(=O)c3ccccc3C2=O)cc(C(C)(C)C)c1O
→ 86* | -2
COc1ccc(N2C(=O)CCC(C(=O)NCCC3=CCCCC3)C2c2ccc(F)cc2)cc1 (centres undefined)
→ 28 | -4
